S1P3 ag – activates the human S1P3 receptor. S1P3 NFAT-BLA reporter cells, agonism, FRET ratio; relative to 1 µM S1P, basal subtracted. 60,000 compounds, 0.1% hits. Q99500. activation, % at 4.5 µM. AID 373;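 active = activation above the screen-wide mean plus 3 SD, cut at about 4.5% in these data, passing the limit was not always enough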; note: some compounds called inactive have numbers as strong as hits
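Measure – % activation relative to 1 µM S1P (100%), per plate · System – stable CHO line with human S1P3, Gα16, NFAT-BLA reporter · Timing – cells plated overnight, compound 4 h 37 °C, substrate 2 h RT · Technique – fluorescent BLA substrate, ex 405 nm, em 460/535 nm ratio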
TNAP act DEA – human TNAP activation, intermediate phosphate acceptor | P05186 | purified TNAP, CDP-star luminescence, 100 mM DEA, 30 min; hits give high values; scale: 0 levamisole-inhibited, 1 vehicle-only enzyme | activation factor at 20 µM | 64,000 tested, under 10 active;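 active = activation factor of at least 2 at 20 µM, relative to controls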
HEK293 NFkB inh – lowers PMA/ionomycin-induced NF-kB signal in HEK293 cells. AID 465. HEK-293 NF-kB luciferase reporter, luminescence. inhibition, % at 3 µM. 62,000 compounds, 0.21% hits;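 active = inhibition above the mean of all tested compounds plus 3 SD, cut at about 40% in these data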;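 note: 0% = stimulated DMSO wells and 100% = 10 µM reference inhibitor 5653914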
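System: NF-kB luciferase reporter HEK-293 cells | Replication: Single test | Control set: DMSO vs reference inhibitor | Evaluation: % inhibition | Schedule: 1 h pretreatment, 16 h stimulation, 37 °C | Probe or stimulus: PMA with ionomycin | Compound dosing: One dose, 3 µM | Detection: Luciferase luminescence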
M1 antag – M1 muscarinic receptor (rat) antagonism. B-score at 10 µM. P08482. AID 628. 64,000 compounds, 3.4% hits. CHO-M1 cells, Fluo-4 calcium, ACh EC80 antagonist mode; hits give low values;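 active = calcium fluorescence response, raw or row-and-column corrected B-score, differing from the plate sample mean either way at a set confidence level, mostly lower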
M1 agonist – agonists of M1 muscarinic receptor | CHO-M1 cells, Fluo-4 calcium fluorescence, agonist mode; hits give high values | B-score at 10 µM | 64,000 compounds, 3% hits | AID 626;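 active = fluorescence rise, raw or as B-score row- and column-corrected plate score, outside the 99.7% band of its plate's samples, either direction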
Ec RNAP inh – inhibitors of Escherichia coli RNA polymerase; E. coli RNA polymerase, fluorescence transcription assay; inhibition, %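 (tested at 10 µM)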; 62,000 compounds, 0.2% hits; in the data active = inhibition above about 20%;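 note: 0% = enzyme without compound and 100% = no enzyme blank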
Target sequence (P0A8V2 whole entry, looked up): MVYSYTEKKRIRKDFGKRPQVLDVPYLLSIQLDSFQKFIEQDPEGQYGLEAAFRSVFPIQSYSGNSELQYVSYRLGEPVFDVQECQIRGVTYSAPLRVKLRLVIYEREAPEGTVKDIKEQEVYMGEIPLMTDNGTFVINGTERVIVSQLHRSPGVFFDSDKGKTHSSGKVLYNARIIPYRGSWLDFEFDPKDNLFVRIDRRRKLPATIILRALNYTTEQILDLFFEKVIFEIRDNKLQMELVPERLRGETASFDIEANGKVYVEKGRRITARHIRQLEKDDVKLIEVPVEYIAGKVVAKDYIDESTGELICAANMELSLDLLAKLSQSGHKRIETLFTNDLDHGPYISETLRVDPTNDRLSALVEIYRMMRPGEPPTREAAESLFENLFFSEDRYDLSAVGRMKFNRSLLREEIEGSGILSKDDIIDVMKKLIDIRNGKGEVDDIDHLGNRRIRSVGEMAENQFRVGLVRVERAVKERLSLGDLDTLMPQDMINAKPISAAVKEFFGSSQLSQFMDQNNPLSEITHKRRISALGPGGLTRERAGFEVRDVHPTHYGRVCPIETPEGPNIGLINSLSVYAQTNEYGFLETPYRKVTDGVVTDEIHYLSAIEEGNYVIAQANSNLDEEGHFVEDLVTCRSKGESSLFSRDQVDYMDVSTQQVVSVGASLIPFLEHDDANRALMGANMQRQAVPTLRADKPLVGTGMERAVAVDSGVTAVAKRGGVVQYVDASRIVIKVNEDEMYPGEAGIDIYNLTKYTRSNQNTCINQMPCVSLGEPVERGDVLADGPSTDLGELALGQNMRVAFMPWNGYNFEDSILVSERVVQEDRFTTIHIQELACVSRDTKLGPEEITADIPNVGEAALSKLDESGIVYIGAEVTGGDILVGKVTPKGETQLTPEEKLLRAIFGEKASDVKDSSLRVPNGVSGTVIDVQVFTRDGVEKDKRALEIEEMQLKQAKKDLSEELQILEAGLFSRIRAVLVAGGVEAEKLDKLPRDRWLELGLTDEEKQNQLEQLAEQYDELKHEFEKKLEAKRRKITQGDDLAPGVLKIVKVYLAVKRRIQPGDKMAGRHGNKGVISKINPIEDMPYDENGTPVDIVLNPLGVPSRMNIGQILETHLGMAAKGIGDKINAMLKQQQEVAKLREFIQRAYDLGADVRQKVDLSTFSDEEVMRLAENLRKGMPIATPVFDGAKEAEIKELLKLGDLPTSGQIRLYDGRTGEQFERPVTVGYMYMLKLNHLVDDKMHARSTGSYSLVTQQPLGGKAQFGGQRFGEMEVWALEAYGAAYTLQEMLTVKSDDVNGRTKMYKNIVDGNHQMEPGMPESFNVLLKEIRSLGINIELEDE
S1P1 ag pot – S1P1 (human) agonism or agonism potentiation; activation, % at 9.5 µM; P21453; S1P1 CRE-bla cells, forskolin, beta-lactamase FRET, potentiator mode; S1P1 agonist co-added at EC20, 2 nM; 100% = saturating reference agonist, 0% = basal; 56,000 compounds, 0.57% hits;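 active = activation above a cutoff set at the mean activation of all tested compounds plus 3 SD, cut at about 54% in these data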;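 note: forskolin at 4 µM as EC80 and the EC20 agonist is SEW2871; 100% = SEW2871 at its EC100 plus forskolin at EC80; some compounds past the cut are filed as inactive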
Jurkat viability – reduces viability or proliferation of Jurkat cells; Jurkat E6.1 viability, ATP luminescence, 48 h; inhibition, % at 4 µM; 56,000 compounds, 1.2% hits; AID 463;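 active = inhibition above the mean inhibition of all tested compounds plus 3 SD, cut at about 28% in these data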
D1 mod – D1 dopamine receptor (human) allosteric modulation | P21728 | HEK293 D1, CRE-luciferase, dopamine EC30 potentiation; actives deviate in either direction | B-score at 10 µM | 58,000 compounds, 5.9% hits;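 active = luminescence count or its row- and column-corrected plate score outside the 99.7% band of the plate's sample wells, on either side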
Starred values were filed as active, the others as inactive; . = not tested or not shown.

SMILES | S1P3 ag | TNAP act DEA | HEK293 NFkB inh | M1 antag | M1 agonist | Ec RNAP inh | S1P1 ag pot | Jurkat viability | D1 mod
N#CC1=C(SCC(=O)c2ccc(Br)cc2)NC2=C(C(=O)CCC2)C1c1ccco1 (configuration not stated) | -3.5 | 0.9 | . | -0.74 | 1.3 | 2 | 11 | . | .
COc1ccc2nc(-c3ccccc3)[nH]c2c1 | -1.1 | 1 | -43 | 0.77 | 0.5 | 2 | 1 | 16 | -5.3*
O=S(=O)(Cc1ccccc1)N1CCC(N2CCN(c3ccccc3)CC2)CC1 | -1.7 | 1 | 4 | -0.64 | -0.92 | . | -12 | -8 | .
C=CCn1c(SCC(=O)Nc2ccc(N(C)C)cc2)nnc1-c1cccc(C)c1 | -0.5 | 0.9 | 14 | -0.37 | -0.72 | 5 | -4 | 0 | -0.37
O=C(c1ccco1)N1CCCN(C(=O)c2ccco2)CC1 | 0.3 | 1 | -3 | 0.46 | 0.04 | 16 | . | -2 | 0.11
O=C(c1ccccc1Oc1ccccc1)N1CCN(c2ccccc2)CC1 | -1.6 | 0.9 | 12 | 0.3 | 0.55 | -1 | 2 | 5 | -1.7
CCC(=O)Nc1ccccc1C(=O)N1CCOCC1 | -1.1 | 1.1 | 4 | 0.46 | -0.03 | 3 | . | 1 | -0.3
CCOC(=O)c1cc2c(ccn2C)n1CC(=O)N1CCN(c2ccccc2)CC1 | -0.3 | 0.9 | 6 | -0.00062 | -0.25 | 8 | 12 | 0 | -0.38
Nc1nonc1-c1nc2ccccc2n1Cc1ccc(F)cc1Cl | -0.6 | 1.1 | -1 | 0.033 | -0.66 | 3 | 1 | 4 | -1
CC1Cc2cc(/C(O)=C3/C(=O)C(=O)N(CCN4CCOCC4)C3c3cccc(Cl)c3)ccc2O1 (configuration not stated) | 0.4 | 1 | 5 | -0.61 | 0.87 | 7 | -3 | 3 | -0.58

Structures listed above that bear a hit mark in D1 mod:
molecule	S1P3 ag	TNAP act DEA	HEK293 NFkB inh	M1 antag	M1 agonist	Ec RNAP inh	S1P1 ag pot	D1 mod
COc1ccc2nc(-c3ccccc3)[nH]c2c1	-1.1	1	-43	0.77	0.5	2	1	-5.3*

(further entries)
SMILES | S1P3 ag | TNAP act DEA | HEK293 NFkB inh | M1 antag | M1 agonist | Ec RNAP inh | S1P1 ag pot | Jurkat viability | D1 mod
CCN(CC)CCOC(=O)c1ccc(N=CC2=C(O)CC(C)(C)CC2=O)cc1 | -0.3 | 0.9 | 13 | -1.1 | -0.44 | -1 | -31 | 4 | -0.7
CCCc1cc2c(cc1NS(=O)(=O)c1ccc(CCNC(C)=O)cc1)OCO2 | -1.1 | 1 | 17 | 0.22 | -0.12 | 7 | 17 | 2 | -0.066
Cn1c(SCC(=O)Nc2ccccc2F)nnc1-c1ccc(S(=O)(=O)N2CCOCC2)cc1 | -0.6 | 1 | 4 | -0.51 | 0.28 | 8 | -14 | -1 | 0.38
COc1ccc(C(=O)CSc2nnc(COc3ccc(C#N)cc3)n2-c2ccccc2)cc1 | -0.7 | 0.9 | 10 | 0.24 | -0.25 | -3 | 29 | 2 | -0.36
Cc1cc(-c2ccccc2)nc(SCc2ccc(C(=O)O)o2)n1 | 0.0 | 0.9 | 6 | 0.31 | -0.027 | 11 | . | -3 | 0.09
Cc1ccc(N2CCN(C(=O)c3ccccc3)CC2)c(C)c1 | -1.1 | 0.8 | 13 | 1.2 | 0.055 | 12 | . | 12 | 0.16
COc1ccc(S(=O)(=O)NCCC(C)C)cc1OC | -1.3 | 1 | 12 | 0.22 | -0.47 | 9 | -4 | -2 | .
CC(=O)N1C(=O)C2(C(C#N)=C(N)Oc3cc(C)oc(=O)c32)c2ccccc21 (configuration not stated) | -2.1 | 0.9 | 18 | -1.2 | -0.22 | -17 | 0 | 1 | -0.32
CCOC(=O)c1cccc(-n2c(C)nc3ccccc3c2=O)c1 | 0.1 | 0.9 | 7 | -0.052 | 2.4 | -1 | -43 | 1 | -0.037
O=C(O)CSC1=NCCN1 | 0.1 | 0.9 | -2 | -2.7 | -0.069 | . | 5 | 0 | 0.52
COC(=O)c1cc(=O)nc2sc(-c3cccs3)nn12 | . | 0.9 | 2 | -0.26 | -0.43 | 2 | . | . | -0.55
O=C(Nc1ccc2c(c1)nc1n2CCOC1)C1CCCCC1 | -1.0 | 0.9 | 8 | -0.34 | -0.89 | 3 | 21 | -1 | 0.054
COc1cc(NS(=O)(=O)c2ccc(C)cc2)c2ncccc2c1 | 0.2 | 1.1 | 4 | -0.24 | 0.22 | 4 | . | 79* | 1.3
Cc1ccc2cccc(S(=O)(=O)Nc3c(C)n(C)n(-c4ccccc4)c3=O)c2n1 | 0.5 | 0.9 | 9 | 0.43 | 0.12 | 7 | 0 | -12 | -0.19
CC(=O)C1=C(C)OC(N)=C(C#N)C1c1ccncc1 (configuration not stated) | -0.8 | 0.8 | 23 | 0.49 | -1.9 | 9 | -14 | 3 | -0.78
CC(=O)c1cc(Cc2csc(C(C)=O)c2)cs1 | -0.5 | 0.9 | 9 | -0.67 | -0.0031 | 11 | -35 | 3 | 0.0048
Clc1ccc2c(N3CCCC3)ccnc2c1 | -0.8 | 0.9 | 5 | -3* | -0.12 | 2 | -26 | 10 | -1.8
COC(=O)[C@H](C)NC(=O)Nc1ccccc1F | -1.4 | 1 | 9 | -0.21 | 0.029 | . | -11 | 0 | 0.31
CC1CC=C2C(C#N)=C(N)C(C#N)(C#N)C(c3cccs3)C2C1 (configuration not stated) | . | 0.9 | 9 | 1.1 | 12* | 1 | . | . | -3
O=C(Nc1c(-c2ccccc2)nc2ccccn12)c1ccco1 | -0.5 | 0.9 | 1 | -0.065 | -0.15 | -3 | -2 | -2 | 1.1
CC(=O)NC1CC2CCCC(C1)N2S(=O)(=O)c1ccccc1 (configuration not stated) | . | 0.9 | 8 | . | . | 3 | . | . | 5.5*
CN(C)C(=O)CSc1nnc([C@H](Cc2c[nH]c3ccccc23)NC(=O)OC(C)(C)C)o1 | -1.3 | 0.9 | 10 | -0.087 | 0.44 | 7 | 17 | 1 | 0.002
CCc1cc2c(=O)[nH]cnc2s1 | -0.3 | 0.9 | 6 | 1.3 | 0.06 | 6 | -14 | -3 | 0.076
Cc1ccc(-c2cc(-c3ccc(C)o3)nc(N)c2C#N)cc1 | 1.3 | 0.9 | 6 | 0.48 | -1.7 | 8 | -125 | -8 | 7.3*
Clc1ccc2nc(CN3CCCCC3)cn2c1 | -0.9 | 1 | 14 | -0.87 | 0.43 | -1 | -6 | -4 | -0.13
O=C(/C(=N\O)n1cncn1)c1ccc(Br)cc1Br | -1.4 | 1 | 28 | 0.36 | -1.3 | -4 | -18 | 7 | .
COc1ncnc2sc3c(c12)CCCC3 | -0.3 | 0.9 | 1 | . | . | . | -21 | -3 | 5.4*
CCCc1cc(-c2n[nH]c(C)c2-c2ccc(C(=O)OCC)o2)c(O)cc1O | . | 1.4 | 11 | 0.69 | -0.36 | 10 | . | . | 0.83
CCOC(=O)Cn1cnc2c(cnn2-c2ccc(Cl)cc2)c1=O | -0.6 | 0.9 | -6 | 0.28 | -0.54 | 4 | 12 | -4 | -0.98
CC1(C)[N+]([O-])=C2C(=[N+]([O-])C1(C)C)c1ccccc1/C2=N\O | -0.3 | 0.9 | 7 | 0.056 | -0.68 | 3 | 8 | -4 | 0.018
CCOC(=O)Cn1c(=O)n(CC(=O)OCC)c2ccccc21 | 0.4 | 0.9 | 13 | -0.32 | 0.87 | -2 | 15 | 5 | -0.37
N#CC(C(=O)C12CC3CC(CC(C3)C1)C2)c1nc2ccccc2[nH]1 (configuration not stated) | -1.2 | 0.9 | 19 | -0.12 | -0.032 | 9 | -48 | 5 | 0.59
Cc1ccc(N2CCN(CCc3nc4cc(NC(=O)c5ccco5)ccc4n3C)CC2)cc1 | -0.4 | 0.9 | 10 | . | . | 1 | -8 | 3 | -0.94
Cc1cc(=O)oc2ccc(OCC(=O)N3CCC(C)CC3)cc12 | -1.0 | 0.9 | 18 | -0.87 | -1.3 | 2 | 30 | 4 | -0.02
Cn1c(COc2ccccc2)nnc1SCCN1CCOCC1 | 0.4 | 0.9 | 10 | -0.033 | -0.065 | 8 | -11 | 3 | -0.44
Cc1ccc(C)c(Cn2c(=O)c3c(nc4n3CCN4Cc3ccco3)n(C)c2=O)c1 | -1.1 | 1 | 22 | 1.6 | -0.58 | -1 | 11 | 2 | 0.19
Cc1cccc(C(=O)N2CCC(n3nnc4cc(F)ccc43)CC2)c1 | -0.3 | 0.9 | 12 | 0.71 | -1.4 | 14 | 3 | -3 | -0.2
Cc1ccc(S(=O)(=O)Nc2nsc(N)n2)cc1 | 0.7 | 0.9 | 15 | -2.9* | -0.018 | 11 | 2 | -3 | 0.2
CCOC(=O)c1c(NC(C)=O)sc2c(O)c(CN3CCN(CC)CC3)ccc12 | -0.6 | 0.9 | 6 | -0.021 | -1.7 | 11 | -30 | -10 | 0.93
C=CCn1c(SCC(=O)Nc2nc(C)cs2)nnc1C(CO)NC(=O)c1ccccc1 (configuration not stated) | 0.0 | 0.9 | 10 | 0.21 | -0.78 | 5 | 12 | -8 | -0.76
CCn1c(COc2ccc(OC)cc2)nnc1SCC(=O)Nc1cc(OC)ccc1OC | -0.7 | 0.9 | 15 | . | . | 7 | 11 | 11 | .
COc1ccc(CCNC(=O)CSc2nnnn2Cc2ccc3c(c2)OCO3)cc1OC | -1.5 | 0.9 | 17 | -0.013 | -0.66 | 5 | 6 | -6 | 0.2
CCn1c(=O)n(CC)c2cc(S(=O)(=O)N3CCC(c4ccccc4)CC3)ccc21 | -0.8 | 1 | 27 | -0.41 | 1.4 | 6 | . | 9 | -1.4
COc1ccc(CCn2c(SCC(=O)Nc3cc(C)on3)nc3ccccc3c2=O)cc1OC | -0.8 | 1 | 13 | -1.4 | 1.7 | 4 | -6 | -2 | .
COc1ccc(Cl)cc1Nc1nc(N2CCCC2)nc(N2CCCC2)n1 | -2.0 | 0.9 | 2 | -0.023 | 0.077 | 2 | 3 | 7 | .
CC(=O)Nc1cccc(N2C(=O)CC(N3CCC(C(=O)N4CCCCC4)CC3)C2=O)c1 (configuration not stated) | 0.3 | 1.1 | 3 | -0.53 | 0.04 | 8 | . | -4 | -0.51
COc1cccc(CSc2nnc(-c3ccco3)n2C)c1 | -1.5 | 0.9 | 13 | -0.11 | -0.018 | 1 | -10 | -4 | -0.041
CCOc1ccc(-n2c(=O)cc(N3CCN(c4ccccc4)CC3)[nH]c2=O)cc1 | -0.7 | 1 | 17 | -0.028 | 1.4 | 8 | -5 | 9 | -0.74
OC(CCCN1CCC(O)(c2ccc(Cl)cc2)CC1)c1ccc(F)cc1 (configuration not stated) | -4.8 | 1 | . | -0.47 | 0.11 | 11 | 4 | . | -3.7
CCN(C(=O)Cc1cccs1)c1nnc(-c2cc(OC)c(OC)c(OC)c2)s1 | . | 0.8 | 8 | -0.28 | -0.46 | 3 | . | . | -0.33
